WRN helicase inh: WRN helicase (human) inhibition; Q14191; WRN helicase unwinding, fluorescent forked duplex, kinetic; Potency, µM (titrated, usually from 114 µM), inactives show top-dose activity change, negative = inhibition, most hits filed as inhibitors; 0.46% of 360,000 active; AID 651768; note: potency is the fitted concentration of half-maximal effect; % is set by controls: 0 for no effect and ±100 for the full control effect; nearly all actives have a fitted effect of over 55% in size
Target sequence (Q14191 whole entry, looked up): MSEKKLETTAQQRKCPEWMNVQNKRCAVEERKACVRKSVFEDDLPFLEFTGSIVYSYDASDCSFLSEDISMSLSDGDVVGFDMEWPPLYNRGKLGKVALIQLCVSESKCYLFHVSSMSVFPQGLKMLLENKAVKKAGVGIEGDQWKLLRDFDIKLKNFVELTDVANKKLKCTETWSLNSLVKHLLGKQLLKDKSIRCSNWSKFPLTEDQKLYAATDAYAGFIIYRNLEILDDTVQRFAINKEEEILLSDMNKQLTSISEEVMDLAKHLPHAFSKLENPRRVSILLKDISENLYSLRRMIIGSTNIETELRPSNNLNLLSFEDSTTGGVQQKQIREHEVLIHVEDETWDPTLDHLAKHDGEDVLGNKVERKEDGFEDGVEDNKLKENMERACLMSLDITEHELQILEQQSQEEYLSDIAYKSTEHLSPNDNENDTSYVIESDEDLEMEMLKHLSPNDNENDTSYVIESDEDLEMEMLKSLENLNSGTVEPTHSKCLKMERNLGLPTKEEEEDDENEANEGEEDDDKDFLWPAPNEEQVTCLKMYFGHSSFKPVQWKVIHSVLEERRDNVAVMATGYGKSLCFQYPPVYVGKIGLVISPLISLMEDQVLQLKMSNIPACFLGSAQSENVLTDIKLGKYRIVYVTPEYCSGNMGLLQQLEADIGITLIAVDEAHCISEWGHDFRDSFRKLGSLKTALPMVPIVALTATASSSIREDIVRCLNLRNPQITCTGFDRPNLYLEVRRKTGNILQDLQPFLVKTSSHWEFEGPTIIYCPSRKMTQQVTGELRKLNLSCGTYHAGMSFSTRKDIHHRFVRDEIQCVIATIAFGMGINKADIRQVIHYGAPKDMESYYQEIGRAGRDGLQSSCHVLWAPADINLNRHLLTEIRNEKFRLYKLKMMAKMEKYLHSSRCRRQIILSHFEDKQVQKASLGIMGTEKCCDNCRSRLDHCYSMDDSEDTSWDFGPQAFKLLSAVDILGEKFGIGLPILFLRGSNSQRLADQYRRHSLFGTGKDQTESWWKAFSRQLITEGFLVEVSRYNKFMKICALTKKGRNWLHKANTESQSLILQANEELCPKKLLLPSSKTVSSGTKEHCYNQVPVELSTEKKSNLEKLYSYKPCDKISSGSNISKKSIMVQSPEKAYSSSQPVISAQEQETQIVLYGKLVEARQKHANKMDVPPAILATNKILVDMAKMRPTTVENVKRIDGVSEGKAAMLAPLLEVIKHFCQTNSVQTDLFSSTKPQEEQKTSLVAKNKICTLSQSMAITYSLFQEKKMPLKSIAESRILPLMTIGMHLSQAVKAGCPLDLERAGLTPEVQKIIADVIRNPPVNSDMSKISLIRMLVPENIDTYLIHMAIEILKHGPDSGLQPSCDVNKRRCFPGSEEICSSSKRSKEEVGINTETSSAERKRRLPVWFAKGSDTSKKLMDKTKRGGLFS
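Kinetic red-fluorescence monitoring (525/598 nm) tracks WRN helicase activity after 100 nM fluorophore-quencher forked duplex and 2 mM ATP are added to 20 nM enzyme pretreated 15 min at room temperature with compound.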
Abeta rescue: compounds reversing amyloid beta toxicity in yeast; yeast expressing A-beta42, growth rescue, OD600, 48 h; response scale: 0% DMSO, 100% iron-clioquinol control; Potency, µM (series often up to 46.1 µM), for inactives: top-dose growth rescue, most hits filed as activators; 0.063% of 410,000 active; AID 1347071; note: potency is the fitted concentration of half-maximal effect; nearly all actives have a fitted effect of over 55% in size
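Growth rescue measured by 600 nm absorbance after 48 h yeast culture at 30 C with compound. Values normalized between DMSO and an equimolar ferric chloride plus clioquinol control.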
PI5P4Ka inh: blocks human PI5P4K alpha kinase activity. P48426. PI5P4Kalpha enzyme, ADP-Glo luminescence, 60 min; active compounds read low. max response, %. 1.2% of 330,000 active. AID 652105; active = max response of -50% or lower; inconclusive = between -30% and -50%; inactive = -30% or higher; note: value at the top dose of about 77 µM; % is set by controls: 0 for no effect and ±100 for the full control effect
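ADP-Glo luminescence end-point read after a 60 min room-temperature kinase reaction of PI5P4Kalpha plus substrate, initiated with ATP at 5 microM final. Buffer: 0.038 M HEPES pH 7.4, EGTA, 0.1% CHAPS, 5% DMSO.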
IL2 activator: activators of IL-2. IL-2 activation reporter assay, cell-based qHTS; stimulated with anti-CD3/CD4/CD28 beads; in transgenic mouse T cells. activation, % (series mostly up to about 46 µM). 0.065% of 360,000 active. AID 652025; in the data active = activation above about 50%; inconclusive = mostly about 30% to 49%; note: 0% is about no effect
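Unstimulated transgenic mouse T cells, 750 per well, received compound and, after 60 minutes, anti-CD3/anti-CD4 bead plus anti-CD28 stimulation. EGFP and DsRed were quantified after 18 hours.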
EPAC1 ag: EPAC1 (human) agonism; O95398; EPAC1 agonist qHTS, biochemical assay; response scale: 100% = response to 6.5 mM cAMP; Potency, µM (highest dose often 154 µM), without a hit: at the highest dose activation, actives largely listed as activators; 0.073% of 360,000 active; note: potency is the fitted concentration of half-maximal effect; nearly all actives have a fitted effect of over 60% in size
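Multi-concentration qHTS readout: loss of Rap1B-bound BODIPY-GDP fluorescence driven by 100 nM EPAC1 with excess GDP (50 uM), monitored kinetically at room temperature; agonist response expressed relative to 6.5 mM cAMP.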
FUS suppressor: FUS proteinopathy suppression in yeast; S. cerevisiae FUS-expressing, growth rescue, OD600, 24 h; AID 1347120; 0.24% of 390,000 active; Potency, µM (top dose mostly 76.6 µM), without a hit: top-dose growth rescue (activation), hits mostly activators;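 note: potency is the fitted concentration of half-maximal effect; plate controls were DMSO vehicle for no effect and reference control for full effect; nearly all actives have a fitted effect of over 55% in size; some results filed as inactive show a strong effect at the top dose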
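Yeast FUS proteinopathy model; galactose-induced FUS (2%), starting OD 0.005. Cpds in dilution series, 24hr, 30C, 99% humidity. Abs 600 nm growth. Pos ctrl CP55940 (top 92uM final); neg ctrl DMSO.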
PLK1 PBD inh: PLK1 (human) polo-box domain binding inhibition. Potency, µM, inactives show max response, negative = inhibition, hits mostly inhibitors. Plk1 PBD binding of FITC phosphopeptide, fluorescence polarization. 2.8% of 360,000 active. AID 720504. P53350; note: potency is the fitted concentration of half-maximal effect; series mostly up to about 57 µM; % is set by controls: 0 for no effect and ±100 for the full control effect; nearly all actives have a fitted effect of over 65% in size
EPAC1 antagonist: antagonists of human EPAC1; 0.14% of 360,000 active; EPAC1 GEF assay, Rap1b-BODIPY-GDP exchange fluorescence; Potency, µM (doses to about 115 µM), without a hit: at the highest dose activity change, negative = inhibition, actives largely listed as inhibitors; O95398; AID 720709;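 note: potency is the fitted concentration of half-maximal effect; plate controls were vehicle for no effect and positive control for full effect; nearly all actives have a fitted effect of over 50% in size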
An asterisk follows results filed as active; ? = inconclusive; . = no result given; & = joins results of further samples; [ ] = remark or other dose. Unless noted, calls come from the whole dose curve; as a rule, active = well fitted curve in the direction sought with a large enough effect; inconclusive = small, poorly fitted or top-dose-only effect, or another doubt; inactive = no such curve, though single readings can be large; an effect the other way counts as inactive or inconclusive. Outcome played no part in choosing rows. About 4.1% of those tested had a hit in this group.

Molecule | FUS suppressor | PLK1 PBD inh | Abeta rescue | IL2 activator | PI5P4Ka inh | EPAC1 ag | WRN helicase inh | EPAC1 antagonist
CN1C[C@@H]2[C@@H]3C(=O)N(Cc4ccccc4)C(=O)[C@@H]3[C@](C)(C1=O)N2C(=O)c1ccc(C(C)(C)C)cc1 | 27.5% | -8.1% | -9.2% | 0.1 | -0.9 | 3.9% | -6.5% | 13.3%
CCOc1ccc(NC(=O)CCNS(=O)(=O)c2cccs2)cc1 | -32.2%&-11.6% | -0.5% | 1.5%&-0.4% | -0.2 | . | 7.4% | -6.1% | 3.9%
Cn1c(C(=O)N2CCCCCC2)cc2c(=O)n(C)c3ccccc3c21 | -4.3% | -16.7% | -3.6% | 0.3 | -1.8 | 5.8% | 1.1% | -7.4%
c1cc(CNC23CC4CC(CC(C4)C2)C3)ccn1 | -6.5% | -8.5% | -9.0% | 0.6 | 6.3 | -1.6% | -1.0% | 9.7%
O=C(c1ccc([N+](=O)[O-])cc1[N+](=O)[O-])n1cnc2ccccc21 | -28.2% | -1.7% | -1.5% | -1.6 | -1.3 | -11.5% | 4.0% | 0.8%
COc1ccc(C2=C(C)C(N3CCN(C(=O)c4ccco4)CC3)=NS2(=O)=O)cc1 | 21.2% | -13.3% | -9.5% | -2.5 | -8.6 | 8.5% | -1.3% | -6.2%
Oc1cc2c(cc1CN1CCc3ccccc3C1)OCO2 | 3.0% | ? | -1.3% | -2.1 | -3.9 | 1.4% | 0.1% | -6.7%
CCCn1c(=O)[nH]c(=O)c2c1nc(-c1ccc(OC(F)F)cc1)n2CCN1CCOCC1 | 23.3% | -7.4% | -10.3% | -1.6 | . | -12.1% | -4.5% | -8.3%
O=C(c1ccc2snnc2c1)N1CCCC1 | 22.0% | -19.0% | -11.6% | 1.7 | -12.8 | 15.9% | -10.0% | 2.6%
O=C(CSc1nnnn1-c1ccc(O)cc1)NC1CCCCC1 | -9.9% | -0.1% | -10.1% | -0.2 | 5.0 | 5.5% | -0.7%[57.1 µM] | -10.6%
CCOc1ccccc1N(CC(=O)NC1CCCCC1)C(=O)CCC(=O)Nc1cc(C)ccn1 | -6.7% | 3.1% | 11.5% | -0.1 | -2.6 | 0.5% | -6.3% | -4.1%
CCN(CC)CCn1c(=S)[nH]c2cc(C(=O)NCc3ccccc3)ccc2c1=O | -36.6% | -0.4% | 0.1% | 0.1 | 3.3 | -5.7% | 0.7% | -0.7%
CCOc1ccc2[nH]c(=O)c(CN(CCc3ccccc3)C(=O)N3CCCC3)cc2c1 | 7.2% | -5.1% | -17.6% | 4.1 | . | -0.1% | -15.0% | -9.1%
Cc1cc(-c2ccccc2)n(-c2ccccc2)n1 | 2.1% | -16.8% | 5.0% | -1.5 | -3.5 | -1.8% | 5.0% | 2.5%
Cc1occc1-c1nnc(SCC(=O)Nc2ccccc2)n1C(C)c1ccccc1 (stereo unspecified) | 50.0% | -8.7% | -14.8% | -1.2 | -3.3 | -10.7% | -3.3% | -1.1%
CCN1C(=O)/C(=C\C(=O)c2cccs2)c2cc(Br)ccc21 | 24.9% | 5.32µM* | -44.2%[inhibitor] | -1.2 | 2.6 | 1.5% | -11.7% | 4.0%
CCN1CCN(c2cc(C)c3cc(NC(=S)N(CC)CC)ccc3n2)CC1 | -1.7% | -9.3% | . | -0.3 | 6.3 | -3.7% | -1.1% | -3.3%
O=C(CNC1CCCCC1)Nc1ccc(Cl)cc1 | -22.1% | 0.6% | -11.7% | -0.4 | 0.8 | 2.8% | 4.2% | 10.0%
Cc1cccc(NC(=O)C(C)C(=O)c2ccccc2)c1 (stereo unspecified) | 12.3% | 4.8% | -3.9% | 1.6 | -1.5 | -11.0% | -1.8% | 1.7%
COc1ccc(C(=O)N2CCOC2CNC(=O)C(=O)NCc2ccc(F)cc2)cc1 (stereo unspecified) | 13.2% | 4.8% | -1.5% | -0.9 | -12.2 | 5.2% | 1.2% | -4.9%
CCC(C)N(C(=O)COC(=O)Cc1n[nH]c(=O)c2ccccc12)C1CCS(=O)(=O)C1 (stereo unspecified) | 28.0% | ? | 3.7% | 2.1 | -0.5 | 4.8% | -5.5% | -7.5%
C[C@@H](C(O)c1ccccc1)N(C)C(=O)CCc1ccccc1 (stereo partly specified) | 13.8% | 5.6% | 19.1% | 0.2 | 0.7 | 9.1% | 6.5% | -4.5%
CCC(c1nnnn1Cc1ccc(F)cc1)N1CCN(C2CCCCC2)CC1 (stereo unspecified) | -12.1% | -7.3% | 13.8% | -0.6 | 7.4 | 0.9% | 5.3% | 2.7%
Cc1cc(NC(=O)CCNS(=O)(=O)c2ccc3[nH]c(=O)oc3c2)ccc1Br | -0.1% | -9.5% | 0.1% | -0.9 | 6.2 | 8.1% | -2.8% | 0.3%
Cn1c(SCC(=O)Nc2ccccc2Br)nnc1-c1cnccn1 | 26.6% | -9.5% | -5.7% | -1.5 | 2.3 | 1.1% | -0.7% | 17.6%
O=C1CCC(=O)N(O)CCCCCNC(=O)CCC(=O)N(O)CCCCCNC(=O)CCC(=O)N(O)CCCCCN1 | 0.2% | -2.4% | -46.7%[inhibitor] | 0.2 | 7.0 | -12.5% | -3.9% | 4.0%
COc1ccc(NC(=O)COC(=O)CCCc2c[nH]c3ccccc23)cc1OC | 19.3% | 1.9% | 14.3% | -0.5 | . | 7.1% | -1.2% | 9.2%
Cc1ccc(OCc2n[nH]c(=S)n2-c2ccc(Br)cc2)cc1 | 19.1% | -17.0% | 27.5% | -0.4 | -8.5 | 4.5% | -2.6% | -17.2%
O=C(N/N=C/c1ccc2c(c1)OCO2)c1ccc(Cl)cc1Cl | 12.8% | -9.4% | -1.0% | 3.1 | -0.2 | 2.9% | -3.0% | -17.7%
COc1cccc(/C=C/c2ccncc2)c1OC | -31.3% | -7.9% | 10.2%[9.22 µM] | 5.9 | 2.1 | 5.1% | -17.0% | -3.9%

Next section:
Molecule | FUS suppressor | PLK1 PBD inh | Abeta rescue | IL2 activator | PI5P4Ka inh | EPAC1 ag | WRN helicase inh | EPAC1 antagonist
CCOc1ccc(NC(=O)CN(C)C(=O)C2CC(=O)N(c3cccc(SC)c3)C2)cc1OCC (stereo unspecified) | 35.6% | -3.7% | -5.1% | 0.1 | 0.7 | -3.1% | 1.0% | -14.3%
COc1cccc(-c2cc(C(=O)Nc3ccc4c(c3)OCO4)no2)c1 | 10.2%&-14.3% | -5.1% | -6.5%&7.1% | -0.6 | 3.4 | -0.2% | 6.2% | 4.3%
CCOC(=O)CNC(=O)CSc1ncnc2c1cnn2-c1ccc(OC)cc1 | -3.7% | 1.6% | 18.5% | -0.2 | -0.4 | -1.3% | 3.0% | 1.6%
Cc1cc2c(N)cccc2nn1 | -6.9% | -21.6% | -12.5% | -0.6 | ? | 5.1% | ? | ?
CC(CCc1ccccc1)NC(=O)CN1CCN(Cc2ccccc2)C1=O (stereo unspecified) | 31.7% | -7.8% | 0.0% | -1.7 | . | 5.0% | 7.4% | 0.1%
Cc1cc(NC(=O)CSc2nc(-c3ccc(Cl)cc3)cs2)no1 | 35.3% | -7.7% | 6.7% | -0.1 | -6.3 | 6.9% | 3.4% | 9.5%
Nc1[nH]c(C(=O)c2ccccc2)c(-c2ccc(Cl)cc2)c1C(=O)NCCc1c[nH]c2ccccc12 | ? | -8.4% | 0.0% | -1.0 | -12.1 | 11.2% | -0.6% | 3.5%
NC1=NS(=O)(=O)NC1c1ccc(Br)cc1 (stereo unspecified) | -2.8% | -2.6% | -3.9% | 0.4 | -3.2 | 3.3% | -11.2% | 9.1%
COc1c(F)c(F)c(C(=O)Nc2ccccc2N2CCN(C(=O)C(C)C)CC2)c(F)c1F | 22.1% | -2.4% | 4.0% | -0.5 | 20.1 | 1.6% | 4.0% | -5.5%
O=C(COC(=O)c1ccc(S(=O)(=O)NCc2ccco2)cc1)NCc1ccc(F)cc1 | 21.5% | -7.4% | -0.5% | -0.4 | -15.9 | -1.6% | -11.7% | -12.2%
O=C(CNC(=O)c1ccc(Cl)cc1Cl)NCCCn1ccnc1 | -13.9% | 1.7% | -4.7% | 0.1 | -5.3 | -7.0% | 2.3% | 2.4%
Brc1cccc(OCCN2CCOCC2)c1 | -9.5% | -17.9% | -6.6% | 0.3 | -3.9 | 3.2% | -17.5% | -9.7%
COCOCCn1cc(CN2CCS(=O)(=O)N(Cc3ccc(-c4cccc(CO)c4)cc3)C(C)C2=O)nn1 (stereo unspecified) | 8.8% | 8.3% | 3.2% | 3.0 | 0.6 | -0.1% | 5.1% | 6.3%
COc1ccc(NC(=O)CS(=O)(=O)c2ccccc2Cl)cc1 | 7.4% | 0.4% | 1.4% | -0.1 | -2.2 | 4.7% | -0.6% | 12.3%
O=C(Nc1cccc(Cl)c1)c1cc(S(=O)(=O)NCCc2ccc(Cl)cc2)ccc1F | ? | -3.7% | ? | -0.6 | 29.5 | 6.8% | -19.8% | -8.7%
COc1ccc(N2CCN(C(=O)c3ccc(CSc4ccccc4)cc3)CC2)cc1 | . | -15.5% | 17.5% | 0.5 | 5.0 | 17.8% | -5.1% | -15.5%
C=CCN(CC=C)CC(=O)Nc1ccc(S(N)(=O)=O)cc1 | -17.8% | 4.4% | 1.9% | 0.3 | -1.4 | 4.8% | -7.0% | -16.0%
Cc1ccc(NC(=O)CN2C(=O)NC3(CCCC3)C2=O)nc1 | 1.5% | 2.7% | -4.1% | 0.4 | -9.9 | 7.3% | -5.4% | 2.2%
CCc1ccc(C(=O)NNC(=O)c2cccc(N3C(=O)CCC3=O)c2)cc1 | 0.9% | -7.2% | -0.6% | -2.9 | 8.4 | 0.6% | 0.2% | 3.5%
COCCn1ccc2c(OCC(=O)Nc3cc(OC)ccc3OC)cccc2c1=O | 3.7% | -3.2% | 1.5% | 2.7 | -5.9 | 5.1% | -3.8% | 10.5%
CCn1cc(-c2n[nH]c(=S)n2-c2ccc(C)cc2Br)c(=O)c2ccc(C)nc21 | 13.4% | 0.2% | -11.5% | 8.9 | -4.8 | -6.6% | 5.5% | 6.3%
COc1ccc(N(CC(=O)NC2CCCCC2)C(=O)CNC(=O)c2cccs2)cc1OC | 13.7% | 0.5% | -2.0% | 1.6 | -5.3 | -3.3% | 11.1% | -0.8%

Compound activity deposited in PubChem by National Center for Advancing Translational Sciences (NCATS).
